# Screens (PubChem BioAssay)
# APP transl inh – APP translation inhibition; inhibition, % at 2 µM; 190,000 tested, 0.82% active; SH-SY5Y APP 5'UTR-luciferase reporter, luminescence;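 active = inhibition above a set limit, derived from the sample mean plus 3 SD, cut at about 45% in these data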; note: values of inactives mirror those of a sister screen read the other way
# STAT3 activator – increases IL-6 driven STAT3 reporter signal | AID 871 | U3A cells, IL-6 STAT3-luciferase reporter, luminescence; 100% = signal with IL-6 EC80 alone | 190,000 tested, 0.91% active | activation (% of control), % at 5.6 µM;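 active = activation above the screen-wide mean of compound activation plus 3 SD, cut at about 130% in these data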;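 note: 0% = background luminescence of wells with medium and substrate only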
#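 Test system: human U3A cells carrying STAT3-luciferase construct; control set: IL-6-only wells as 100% reference; timing: compound pre-incubation 1 h before IL-6, then 6 h stimulation at 37 °C; also added: IL-6 stimulus at 33 ng/mL final; evaluation: % activation versus median of IL-6-stimulated wells; detection: reporter luminescence signal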
# FLuc inh counter – counter-screen for luciferase assay inhibitors: firefly luciferase inhibition; 200,000 tested, 1.5% active; inhibition, % at 10 µM; ATPLite firefly luciferase biochemical luminescence, 10 min; AID 1006;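 active = inhibition above about 50% when tested at 10 µM, limit read from the data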
# NF-kB neuron act – NF-kB expression increase, human neuronal cells; 190,000 tested, 1.6% active; AID 1239; fold change at 12.5 µM; NF-kB reporter expression; stronger effect = higher value; in the data active = fold change above about 3.3
# STAT1 activator – activators of IFN-gamma induced STAT1 signaling; activation (% of control), % at 5.5 µM; AID 932; 200,000 tested, 2.6% active; NIH 3T3 STAT1-luciferase reporter, luminescence; 100% = IFN-gamma alone, no compound;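 active = activation above the screen-wide mean activation plus 3 SD, cut at about 130% in these data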;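 note: raw ratio to IFN-gamma control signal so 100% means no change and 0% no light; values of inactives mirror those of a sister screen read the other way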
# STAT1 blocker – inhibitors of IFN-gamma induced STAT1 signaling | NIH 3T3 STAT1-luciferase reporter, luminescence | 200,000 tested, 0.35% active | inhibition, % at 5.5 µM;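 active = inhibition above a set limit, the mean inhibition across all tested compounds plus 3 SD, cut at about 34% in these data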;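 note: 0% = IFN-gamma with DMSO and 100% = IFN-gamma with 300 µM nifuroxazide; values of inactives mirror those of a sister screen read the other way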
# STAT3 inh – reduces IL-6 driven STAT3 reporter signal; U3A cells, IL-6 STAT3-luciferase reporter, luminescence; host cell line lacks STAT1; inhibition, % at 5.5 µM; 190,000 tested, 0.89% active;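 active = inhibition above the mean inhibition across all screened compounds plus 3 SD, cut at about 44% in these data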;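 note: 0% = DMSO only wells and 100% = 100 µM nifuroxazide control wells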
# ROMK mod – human ROMK K+ channel modulation, primary screen; AID 1918; 130,000 tested, 2% active; Tet-inducible ROMK, thallium flux fluorescence; actives lie on both sides; P48048; B-score at 10 µM;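 active = signal ratio slope over the read window, or its plate-corrected B-score, at least 3 SD from the plate mean, either direction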;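 note: B-score of the F/F0 ratio slope over 7 to 12 s after thallium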
# Target sequence (P48048 whole entry, looked up): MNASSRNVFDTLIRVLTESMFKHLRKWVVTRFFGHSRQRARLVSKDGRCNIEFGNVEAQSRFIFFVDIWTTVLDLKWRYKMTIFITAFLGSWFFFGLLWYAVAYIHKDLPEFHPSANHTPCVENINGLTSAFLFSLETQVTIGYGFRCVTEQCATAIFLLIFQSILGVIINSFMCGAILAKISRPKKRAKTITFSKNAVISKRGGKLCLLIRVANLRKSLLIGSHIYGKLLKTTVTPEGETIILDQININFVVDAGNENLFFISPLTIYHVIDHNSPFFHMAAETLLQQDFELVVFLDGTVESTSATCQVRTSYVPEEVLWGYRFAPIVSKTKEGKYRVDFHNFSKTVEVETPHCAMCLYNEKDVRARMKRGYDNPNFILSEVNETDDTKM
# FLuc act counter – firefly luciferase counter-screen for stimulation assays | P08659 | ATPlite luciferase biochemical, luminescence, 10 min; 0 = ATP-free wells, 1 = DMSO control | activation factor at 10 µM | 200,000 tested, under 10 active | AID 1027;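 active = luciferase activation factor, scaled between plate controls, of at least 2 with compound at 10 µM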
#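 System: cell-free luciferase reagent; medium: PBS as buffer for the ATP substrate; doses: test compounds dosed from 2 mM stocks in 100% DMSO; incubation: 10 min, room temperature; measured by: luminescence from luciferase reaction; read-out: luciferase activation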
# APP 5'UTR act – APP 5'UTR luciferase reporter activation; activation, % at 2 µM; 190,000 tested, 1% active; SH-SY5Y APP 5'UTR luciferase reporter, luminescence; zero percent = DMSO vehicle wells; AID 1276;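 active = activation above a set limit, based on mean plus 3 SD of controls, cut at about 140% in these data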; note: values of inactives mirror those of a sister screen read the other way
# * = called active by the depositor; / = no result given.
SMILES,APP transl inh,STAT3 activator,FLuc inh counter,NF-kB neuron act,STAT1 activator,STAT1 blocker,STAT3 inh,ROMK mod,FLuc act counter,APP 5'UTR act
COC(=O)COc1ccc(S(=O)(=O)NCCC2=CCCCC2)cc1,-12,104,-3,0.92,107,-6,-2,/,1,12
O=C(CCl)Nc1cc(-c2ccccc2)nn1-c1ccccc1,4,62,1,3,90,11,48*,/,1,-4
CCOCCCNC(=O)c1ccc2c(=O)n(CCCOCC)c(=S)[nH]c2c1,-5,91,-7,0.95,103,-5,12,-0.35,1.1,5
O=C(NCc1cccnc1)c1cccc(NC(=O)c2ccco2)c1,-3,102,-10,1,92,9,4,/,1.1,3
CCOc1ccc(CC2CC(=O)NC2=O)cc1 (stereo unspecified),4,99,2,1.2,98,2,5,0.43,1,-4
CC(=O)CSc1nc(N(C)C)nc(N(C)C)n1,-21,96,-3,0.93,97,3,11,0.7,1,21
Cc1ccc(-n2ncc(C#N)c2/N=C/N2CCN(C)CC2)cc1,-13,105,-5,1.5,94,7,-2,/,1.1,13
CC(NC(=O)Nc1nnc(C(F)(F)F)s1)N1C(=O)C2C3C=CC(C3)C2C1=O (stereo unspecified),-2,103,-12,1,104,-4,3,/,1.1,2
Cc1sc(NC(=O)CSc2nnnn2C2CCCCC2)c(C#N)c1C,1,96,-7,1.1,103,-3,16,/,1.1,-1
CSc1nc(-c2ccco2)nn1S(=O)(=O)c1ccccc1,14,98,-2,1.3,100,-1,4,/,1,-14
C=CCSc1nc2ccccc2c2nc(-c3ccccc3)nn12,7,89,0,1.1,101,-1,16,/,1,-7
Cc1ccc(NC(=O)C2CCCN2C(=O)NC2CCCCC2)cc1 (stereo unspecified),4,97,2,1.2,94,4,6,0.43,1,-4
CCOc1ccc2c(C)c(Cl)c(=O)oc2c1,0,90,-7,1.6,113,-14,18,-1.1,1.1,0
COC(c1ccccc1)c1nnc(CCC(=O)NCCC(C)C)o1 (stereo unspecified),16,99,-4,1.1,102,-2,7,0.27,1,-16
N#Cc1nc(-c2ccccc2)oc1NCC1CCCO1 (stereo unspecified),10,100,5,1.1,102,-2,4,1.2,0.9,-10
O=C(Nc1ccccc1)C1=C(N2CCOCC2)/C(=C/c2cccnc2)CC1,8,85,-5,1.3,93,2,17,0.0015,1,-8
Cc1c(C(=O)NCCCN2CCOCC2)sc2nc(-c3ccc(F)cc3)cn12,-23,84,-6,0.71,103,-3,24,/,1.1,23
COCCn1c(C)cc(C(=O)CSc2nc(C)nc3sc4c(c23)CCC4)c1C,-8,104,/,/,89,9,-1,-0.21,/,8
COCCn1c(N/N=C(C)/C=C/c2ccccc2)nc2c1c(=O)[nH]c(=O)n2C,-8,108,-8,0.94,96,3,-8,0.87,1.1,8
CC(=O)Nc1ccc(S(=O)(=O)Nc2ccc(=O)n(Cc3ccc(Cl)c(Cl)c3)c2)cc1,-22,87,-5,1,93,6,21,0.58,1.1,22

# Rewritten with values under each structure: part of the list above.
# Below each SMILES – APP transl inh, STAT3 activator, FLuc inh counter, NF-kB neuron act, STAT1 activator, STAT1 blocker, STAT3 inh, ROMK mod, FLuc act counter, APP 5'UTR act
> CCOCCCNC(=O)c1ccc2c(=O)n(CCCOCC)c(=S)[nH]c2c1
    -5, 91, -7, 0.95, 103, -5, 12, -0.35, 1.1, 5
> O=C(NCc1cccnc1)c1cccc(NC(=O)c2ccco2)c1
    -3, 102, -10, 1, 92, 9, 4, /, 1.1, 3
> CCOc1ccc(CC2CC(=O)NC2=O)cc1 (stereo unspecified)
    4, 99, 2, 1.2, 98, 2, 5, 0.43, 1, -4
> CC(=O)CSc1nc(N(C)C)nc(N(C)C)n1
    -21, 96, -3, 0.93, 97, 3, 11, 0.7, 1, 21
> Cc1ccc(-n2ncc(C#N)c2/N=C/N2CCN(C)CC2)cc1
    -13, 105, -5, 1.5, 94, 7, -2, /, 1.1, 13
> CC(NC(=O)Nc1nnc(C(F)(F)F)s1)N1C(=O)C2C3C=CC(C3)C2C1=O (stereo unspecified)
    -2, 103, -12, 1, 104, -4, 3, /, 1.1, 2
> Cc1sc(NC(=O)CSc2nnnn2C2CCCCC2)c(C#N)c1C
    1, 96, -7, 1.1, 103, -3, 16, /, 1.1, -1
> CSc1nc(-c2ccco2)nn1S(=O)(=O)c1ccccc1
    14, 98, -2, 1.3, 100, -1, 4, /, 1, -14
> C=CCSc1nc2ccccc2c2nc(-c3ccccc3)nn12
    7, 89, 0, 1.1, 101, -1, 16, /, 1, -7
> Cc1ccc(NC(=O)C2CCCN2C(=O)NC2CCCCC2)cc1 (stereo unspecified)
    4, 97, 2, 1.2, 94, 4, 6, 0.43, 1, -4
> CCOc1ccc2c(C)c(Cl)c(=O)oc2c1
    0, 90, -7, 1.6, 113, -14, 18, -1.1, 1.1, 0
> COC(c1ccccc1)c1nnc(CCC(=O)NCCC(C)C)o1 (stereo unspecified)
    16, 99, -4, 1.1, 102, -2, 7, 0.27, 1, -16
> N#Cc1nc(-c2ccccc2)oc1NCC1CCCO1 (stereo unspecified)
    10, 100, 5, 1.1, 102, -2, 4, 1.2, 0.9, -10
> O=C(Nc1ccccc1)C1=C(N2CCOCC2)/C(=C/c2cccnc2)CC1
    8, 85, -5, 1.3, 93, 2, 17, 0.0015, 1, -8
> Cc1c(C(=O)NCCCN2CCOCC2)sc2nc(-c3ccc(F)cc3)cn12
    -23, 84, -6, 0.71, 103, -3, 24, /, 1.1, 23
> COCCn1c(C)cc(C(=O)CSc2nc(C)nc3sc4c(c23)CCC4)c1C
    -8, 104, /, /, 89, 9, -1, -0.21, /, 8
> COCCn1c(N/N=C(C)/C=C/c2ccccc2)nc2c1c(=O)[nH]c(=O)n2C
    -8, 108, -8, 0.94, 96, 3, -8, 0.87, 1.1, 8

# The listing continues.
SMILES,APP transl inh,STAT3 activator,FLuc inh counter,NF-kB neuron act,STAT1 activator,STAT1 blocker,STAT3 inh,ROMK mod,FLuc act counter,APP 5'UTR act
COc1cccc(C(C(=O)NC(C)(C)C)N(C(=O)CCC(=O)Nc2cc(C)on2)C(C)(C)C)c1OC (stereo unspecified),-8,95,-5,1.1,95,5,7,/,1,8
CC(=O)Oc1cccc(/C=C2\C=C(c3ccc(C)cc3)OC2=O)c1,-4,103,44,1.1,102,-4,4,-0.17,0.6,4
COc1ccc(C(=O)C[n+]2ccc(C)cc2)cc1,8,103,-2,0.87,100,0,-2,/,1,-8
COCCNC(=O)C(C)OC(=O)C1=Cc2ccccc2OC1 (stereo unspecified),-27,105,-5,1.3,109,-12,-1,-0.17,1.1,27
Cc1ccc(-n2c(SCC(=O)Nc3ccc4c(c3)OCO4)nnc2-c2ccoc2C)cc1,12,104,-9,1,107,-8,3,/,1.1,-13
CCOCCCN(CCC#N)S(=O)(=O)c1ccc(S(=O)(=O)N2CCCC2)cc1,3,97,-5,1,99,1,7,-0.0028,1.1,-3
Cc1cc(C)nc(NCC(O)CNc2ccccc2C)n1 (stereo unspecified),6,94,-9,1.2,98,2,10,/,1.1,-7
